K1F lysis inhibition – protection from phage-mediated lysis, alamar blue read-out – E. coli UTI89, K1F phage, bacterial capsule biogenesis inhibitors (AID 488966); E. coli UTI89 K1F phage lysis, alamar blue, 2 h; higher % means a stronger effect; inhibition, % at 100 µM; hits with a dose series show IC50 in µM; hit rate 0.02% among 340,000;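 active = phage lysis inhibition, versus mean bacterial control, above a set limit; inconclusive = no clear call, values can overlap the other calls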;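 note: capsule biogenesis inhibitors block K1F phage lysis so surviving cells raise fluorescence; higher fluorescence means more inhibition of phage lysis; actives were called in the ten point dose series up to 300 µM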
P. falciparum M17LAP – P. falciparum M17LAP inhibitors, primary screen, biochemical, fluorogenic H-Leu-NHMec substrate, 1536-well (AID 1619) | hit rate 0.38% among 220,000 | one-dose inhibition, % at 30 µM; IC50 in µM for titrated hits | recombinant M17LAP, H-Leu-NHMec fluorogenic kinetic assay; higher % means a stronger effect;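 active = compound inhibiting the enzyme by more than half at any dose during confirmatory dose-response retesting; inconclusive = strong single-dose inhibitors picked by rank but not retested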;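 note: plate controls were full reaction with DMSO carrier for no effect and no enzyme background for full effect; strong numbers were not always called active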
PMI inhibitors – inhibitors of human PMI, primary screen, biochemical, fluorescence intensity, coupled assay (AID 1209). purified PMI enzyme, coupled fluorescence intensity; higher % means a stronger effect. inhibition, % at 20 µM, or IC50 in µM where a hit was titrated. hit rate 0.42% among 190,000;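 note: plate controls were DMSO vehicle for no effect and wells lacking substrate for full effect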
TNAP activation fold – stimulation of alkaline phosphatase TNAP activity – biochemical, luminescent, no phosphate acceptor, uHTS, primary screen (AID 1001) | hit rate 0.03% among 200,000 | purified TNAP, luminescent activation assay, no phosphate acceptor; higher activation fold means a stronger effect | activation fold at 20 µM, or EC50 in µM where a hit was titrated; in the data active = activation fold from about 3, or a potency from the dose series; inactive = the rest, 99 in 100 with activation fold below about 1.6; note: many of its hits are not listed in these tables
P. falciparum M1AAP – P. falciparum M1AAP inhibitors, biochemical, fluorogenic H-Leu-NHMec substrate, 1536-well (AID 1445); hit rate 0.42% among 220,000; recombinant M1AAP, H-Leu-NHMec fluorogenic kinetic assay; higher % means a stronger effect; one-dose inhibition, % at 30 µM; IC50 in µM for titrated hits;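 active = primary inhibition above the hit cutoff, then over 50% inhibition at one or more dose response concentrations, cut at about 23% in these data, passing the limit was not always enough; inconclusive = conflicting primary data, or primary hits not chosen for dose response; inactive = low primary inhibition, or under 50% at every dose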;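 note: plate controls were DMSO full reaction for no effect and no enzyme background for full effect; strong numbers were not always called active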
RSV antiviral HEp-2 – RSV antiviral activity via CPE protection, HEp-2 cells, primary 10 µM value included (AID 2391); CPE inhibition, % at 10 µM, or IC50 in µM where a hit was titrated; hit rate 0.13% among 310,000; HEp-2 cells, RSV-induced CPE inhibition; higher % means a stronger effect; in the data active = a potency from the dose series; inconclusive = CPE inhibition mostly from about 23% at the one dose, without a potency; inactive = the rest, 99 in 100 with CPE inhibition below about 21%; note: strong numbers were not always called active
human PMI inhibitors – human PMI inhibitors, high substrate, primary screen, biochemical, fluorescence intensity, high mannose 6-phosphate (AID 1220); recombinant PMI enzyme, coupled fluorescence intensity; higher % means a stronger effect; inhibition, % at 20 µM; hits with a dose series show IC50 in µM; hit rate 0.66% among 190,000
T cell modulator – T cell immune modulators affecting CD8 T cell-vesicle binding. 2C CD8+ T cell-vesicle binding, flow cytometry; active compounds read low. calls only at 7 µM. hit rate 0.068% among 330,000;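 active = response, share of CD8 T cells binding vesicles, and their 90th percentile fluorescence all below set limits, cut at about 80% in these data, passing the limit was not always enough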
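Test system: purified 2C TCR transgenic mouse naive CD8+ T cells. Probe or stimulus: QL9-peptide-loaded Drosophila micro-vesicles bearing Ld, ICAM-1 and B7-1. Incubation: binding step 1.5 h, 37 °C, antibody labelling 20 min, ice. Measured by: flow cytometry of vesicle-bound cells.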
West Nile antiviral – West Nile virus antiviral activity, cell-based, CPE readout (AID 1621) | West Nile virus-infected cells, CPE inhibition; higher % means a stronger effect | one-dose CPE inhibition, % at 10 µM; IC50 in µM for titrated hits | hit rate 0.02% among 290,000; in the data active = a potency from the dose series; inconclusive = CPE inhibition mostly from about 3.7% at the one dose, without a potency; inactive = the rest, 99 in 100 with CPE inhibition below about 2.2%; note: strong numbers were not always called active
T cell modulator vesicle-bound % – also measured in T cell modulator; calls as there; double positive events, %; measured here: CD8+ vesicle-bound cell fraction;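 binding gate set so that unloaded-vesicle control wells show 10% double positive cells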
Numbers without * were called inactive; i = inactive; u = inconclusive; x = not tested or not shown; [ ] = remark or other dose. Cut-off read from the data, not from the text of the source, unless noted: active = inhibition above about 50%; inactive = the rest.

Below each SMILES: K1F lysis inhibition, P. falciparum M17LAP, PMI inhibitors, TNAP activation fold, P. falciparum M1AAP, RSV antiviral HEp-2, human PMI inhibitors, T cell modulator, T cell modulator vesicle-bound %, West Nile antiviral
COc1ccc(O)c(C2=Nc3ccccc3N=C(c3ccccc3)C2)c1
 : 0.3%, -2%, x, x, 1%, 6.0%, x, i, 60, 0.6%
Cc1ccc(Nc2nc(CSc3nnc(-c4cccnc4)n3-c3ccccc3C)cs2)cc1
 : -0.5%, -4%, 9%, 1.1, 16%, 19%, 4%, i, 48, -1.4%
Cc1ccc(S(=O)(=O)/C(C#N)=C/c2c(N3CCN(C)CC3)nc3c(C)cccn3c2=O)cc1
 : 0.0%, 5%, -7%, 0.9, 11%, 0.0%, -4%, i, 58, -0.2%
Cc1ccc(C(=O)NNC(=O)CSc2nnc3c(n2)[nH]c2ccc(C)cc23)cc1
 : -0.3%, -13%, -2%, 1, 5%, -1.4%, -12%, i, 37, -0.9%
Cc1ccc(F)cc1NC(=S)NCCc1ccccc1
 : 0.4%, -1%, 4%, 0.8, 1%, 3.8%, -7%, i, 60, -0.5%
CN(C(=O)Cn1cc(C#N)c2ccccc21)c1ccccc1
 : 0.3%, 9%, 8%, 1.1, 1%, -1.3%, 5%, i, 34, -1.4%
Cn1ncc(Br)c1C(=O)Nc1ccc(Br)cn1
 : 1.3%, 7%, -14%, 1, -3%, 9.6%, -8%, i, 13, 0.0%
Cc1ccc(NC(=O)c2ccco2)c([N+](=O)[O-])c1
 : 0.1%, 0%, -14%, 1, 2%, 14%, -12%, i, 69, -0.7%
Cc1cc(OC(=O)c2ccc(S(=O)(=O)N3CCCC3)cc2)c([N+](=O)[O-])c(=O)[nH]1
 : -0.2%, -1%, -21%, 1.1, 16%, 1.5%, -8%, i, 64, 0.4%
COc1ccc(-c2nnc(SC(C)C(=O)Nc3cccc(Cl)c3)o2)cc1 (stereo not drawn)
 : -0.1%, 4%, 17%, 1.1, 2%, 19%, 24%, i, 38, -0.9%
COc1ccccc1C/C(N)=N/OC(=O)c1cccc([N+](=O)[O-])c1C
 : -2.0%, 6%, -9%, 1.1, 3%, 10%, -8%, i, 31, -1.5%
COCCCNS(=O)(=O)c1ccccc1
 : -1.0%, -6%, -2%, 1.1, 3%, 1.3%, -1%, i, 56, 0.0%
Cc1c(NC(=O)/C(C#N)=C/c2c(Oc3ccccc3)nc3ccccn3c2=O)c(=O)n(-c2ccccc2)n1C
 : 5.0%, 13%, -10%, 1.1, 9%, 1.2%, -4%, i, 30, 0.5%
CC1(C)CC(=O)C2=C(C1)NC(Nc1nc3ccccc3o1)=NC21CCCCC1
 : -0.3%, -3%, -13%, 1, 3%, 2.3%, 1%, i, 37, 0.0%
CC(NC(=O)c1nn(C)c(=O)c2ccccc12)c1ccccc1 (stereo not drawn)
 : 0.3%, 4%, 10%, 1, -7%, -0.2%, 10%, i, 35, 0.2%

Additional compounds.
Below each SMILES: K1F lysis inhibition, P. falciparum M17LAP, PMI inhibitors, TNAP activation fold, P. falciparum M1AAP, RSV antiviral HEp-2, human PMI inhibitors, T cell modulator, T cell modulator vesicle-bound %, West Nile antiviral
CC(=O)Nc1ccc(S(=O)(=O)N2CC(=O)NC(=O)C2)cc1
 : -0.2%[50 µM], x, x, x, x, 1.0%, x, i, 10, -0.1%
CCCCCOC(=O)c1ccc(NC(=O)c2cccc(NC(=O)c3ccccc3C(=O)O)c2)cc1
 : 0.6%, x, x, x, x, 0.1%, x, i, 65, 0.2%
Cc1ccc2c(c1)nnn2C1CCN(C(=O)c2ccccc2F)CC1
 : 0.1%, 29%, -14%, 1.1, 2%, 1.8%, -16%, i, 27, -0.6%
Fc1ccc(NC(=S)N2CCOCC2)cc1Cl
 : -0.1%, 0%, 3%, 1.1, 8%, 1.5%, 7%, i, 22, 0.0%
O=C1NC2(CCCCCC2)C(=O)N1Cc1ccccc1F
 : 0.2%, x, x, x, x, 0.9%, x, i, 23, -0.2%
Cc1ccc(CSc2nnc(SCC(=O)N/N=C/c3ccccc3OCC(=O)O)s2)cc1
 : -0.7%, 36%, x, x, 31µM*, 0.2%, x, i, 31, 0.0%
CNCCCCOc1ccccc1Cc1ccccc1
 : x, 2%, 5%, 1.1, 1%, -2.9%, 2%, i, 30, 0.1%
CC(=O)c1c(C)[nH]c(C(=O)OC2CCCCC2=O)c1C (stereo not drawn)
 : 3.9%, 5%, -25%, 1, -5%, 0.3%, -9%, i, 26, -0.1%
Cc1cccc(C(C)C)c1NC(=O)C1CCN(S(=O)(=O)c2ccccc2)CC1
 : -0.5%[50 µM], x, x, x, x, 3.6%, x, i, 11, -0.7%
CC(C)CCn1cnc2c1c(=O)n(CC(=O)NC(N)=O)c(=O)n2Cc1ccccc1
 : 0.0%, x, x, x, x, 2.6%, x, i, 18, 0.0%
O=C(CN1C(=O)S/C(=C\c2ccccn2)C1=O)Nc1ccccc1
 : -0.1%, x, x, x, x, 1.8%, x, i, 16, -0.6%
Cc1ccc(OC(C)C(=O)N=Nc2c(O)[nH]c3ccc([N+](=O)[O-])cc23)cc1 (stereo not drawn)
 : 0.5%, 5%, 6%, 1.2, 7%, 2.0%, -6%, i, 40, -0.2%
CC(C)NS(=O)(=O)c1ccc(OCC(=O)NC2CCCCCC2)cc1
 : 0.0%, x, x, x, x, 1.0%, x, i, 66, -0.9%
CCOC(=O)C(CCCCCCC(NC(C)=O)(C(=O)OCC)C(=O)OCC)(NC(C)=O)C(=O)OCC
 : 0.5%, 1%, x, x, -3%, 0.0%, x, i, 26, 0.5%
CC(C)SCCCCOc1ccc2ccccc2c1
 : 0.2%, 14%, 16%, 1.1, 2%, 1.2%, 14%, i, 2, 0.8%

More compounds:
Below each SMILES: K1F lysis inhibition, P. falciparum M17LAP, PMI inhibitors, TNAP activation fold, P. falciparum M1AAP, RSV antiviral HEp-2, human PMI inhibitors, T cell modulator, T cell modulator vesicle-bound %, West Nile antiviral
O=C(CCSc1ccccc1)Nc1ccc(S(=O)(=O)Nc2ncccn2)cc1
 : -0.7%, 4%, -24%, 1.1, 6%, 1.8%, -6%, i, 55, -0.3%
O=C1CN(C(=O)NCCC(=O)NC2CCCCC2)c2ccccc2N1
 : -0.2%, x, x, x, x, -0.5%, x, i, 13, 0.1%
Nc1ccccc1NC(=O)NC(=O)c1ccccc1
 : 0.8%, x, x, x, x, -0.4%, x, i, 66, 0.1%
O=C(O)CSc1ncnc2c1oc1ccccc12
 : 0.3%, 12%, 7%, 1, -2%, -0.7%, 13%, i, 22, 0.6%
COc1cc(C)c(S(=O)(=O)N2CCOCC2)cc1C(C)C
 : 0.3%, -5%, 14%, 1.1, 3%, 1.5%, 10%, i, 23, -0.3%
Cc1ccc(C(=O)O)cc1NC(=S)NC(=O)c1ccc(-c2ccc(Cl)cc2)o1
 : 0.3%, 5%, x, x, 0%, 23µM*, x, i, 10, 0.2%
CC(C)c1ccc(NC2CCCN(C(=O)CCN3CCCC3=O)C2)cc1 (stereo not drawn)
 : -0.1%, x, x, x, x, 0.7%, x, i, 70, -0.6%
Cc1cccc(C2C3=C(CCCC3=O)N=C3c4ccccc4C(=O)C32)c1 (stereo not drawn)
 : 0.5%, -3%, x, x, 10%, 2.4%, x, i, 1, 0.5%
O=c1[nH]cccc1-c1nc2ccccc2n1Cc1ccc(Cl)cc1
 : -0.1%, x, x, x, x, -0.7%, x, i, 52, -1.0%
Cc1cc(C)n(CCc2nc3c4ccccc4n(CC#N)c(=O)n3n2)n1
 : 0.1%, 5%, -11%, 1.1, -2%, 0.6%, -6%, i, 34, -0.8%
Cc1cc2c(cc1C)N(CC(=O)N1CCCC1)C(=O)CC(c1ccccc1)=N2
 : -0.6%, 15%, -10%, 1.1, 4%, 1.4%, -7%, i, 27, -0.7%
O=C(CN1CCC(O)(c2ccc(F)cc2)CC1)NCc1ccc(F)cc1
 : 2.1%, 1%, 11%, 1.1, -2%, 2.1%, 5%, i, 9, -0.3%
C=CCNC(=S)NNC(=O)c1cc(-c2cccnc2)nc2ccccc12
 : -0.3%, x, x, x, x, 1.4%, x, i, 68, 0.0%
Cc1[nH]c2ccccc2c1/C=N/Nc1nc(N2CCCCC2)nc(N2CCCCC2)n1
 : 0.8%, -10%, 33%, 1.1, 0%, u, 22%, i, 40, -1.4%
CCOc1ccc(NC(=O)C(c2ccccn2)N(C(=O)CCl)c2ccc(F)cc2)cc1 (stereo not drawn)
 : 3.3%[50 µM], 13%, -41%, 1.2, 4%, 0.7%, -37%, i, 54, 0.2%

Later entries:
Below each SMILES: K1F lysis inhibition, P. falciparum M17LAP, PMI inhibitors, TNAP activation fold, P. falciparum M1AAP, RSV antiviral HEp-2, human PMI inhibitors, T cell modulator, T cell modulator vesicle-bound %, West Nile antiviral
O=C(CCCC(=O)OCC(F)(F)C(F)F)Nc1nccs1
 : 2.3%, 24%, 9%, 1.1, 3%, 0.9%, 4%, i, 33, 0.2%
COc1ccc(-c2c(C#N)c(N)nc3c2CCCC3)cc1OC
 : 1.6%, x, x, x, x, -0.4%, x, i, 57, 0.9%
O=C(C1CCCN(S(=O)(=O)c2cnc[nH]2)C1)N(CCc1ccccc1)Cc1ccccc1 (stereo not drawn)
 : -5.6%, -3%, 9%, 1.1, 1%, 1.1%, 16%, i, 43, 1.1%
O=c1oc2ccccc2cc1-c1csc(Cc2nc(-c3ccc(Cl)cc3)cs2)n1
 : 0.1%, 14%, -29%, 1, 2%, u, -34%, i, 47, -1.2%
CCn1c(CNC(=O)COc2ccc(C(C)C)cc2)nnc1SCC(=O)Nc1cc(F)ccc1C
 : -1.6%, -3%, 14%, 1.1, 40%, 10%, 3%, i, 34, -1.0%
N#Cc1c(-c2ccco2)cc(-c2ccccc2)[nH]c1=O
 : 0.9%, -51%, x, x, 18%, 2.5%, x, i, 49, 0.2%
Cc1cc(SCc2cc(=O)[nH]c3ccccc23)nc2ccccc12
 : -0.3%, 10%, 4%, 1.1, 8%, 7.7%, 8%, i, 50, x
CC(C)CC(NC(=O)OC(C)(C)C)C(=O)NC(C(=O)N1CCCC1C(N)=O)C(C)C (stereo not drawn)
 : 2.9%, -2%, 11%, 1.1, -2%, -0.9%, 13%, i, 14, 0.4%
CCOC(=O)c1ccc(NC(=O)COc2cc(=O)n(CC)c3ccccc23)cc1
 : -3.2%, 2%, -8%, 1.1, -3%, 1.3%, -7%, i, 49, -0.6%
